High-throughput results as filed in PubChem BioAssay.
B2AR arrestin: agonists driving beta-arrestin recruitment to human beta2-adrenergic receptor; 330,000 tested, 0.02% active; Potency, µM (series often up to 46.1 µM), inactives show at the highest dose activation, hits mostly activators; AID 492947; beta-arrestin recruitment to beta2AR, cell-based reporter;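 further: potency means the concentration at half of the fitted maximal effect; 0% = DMSO controls and full agonism = EC100 isoproterenol or metaproterenol; nearly all actives have a fitted effect of over 65% in size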
Target sequence (P07550 whole entry, looked up): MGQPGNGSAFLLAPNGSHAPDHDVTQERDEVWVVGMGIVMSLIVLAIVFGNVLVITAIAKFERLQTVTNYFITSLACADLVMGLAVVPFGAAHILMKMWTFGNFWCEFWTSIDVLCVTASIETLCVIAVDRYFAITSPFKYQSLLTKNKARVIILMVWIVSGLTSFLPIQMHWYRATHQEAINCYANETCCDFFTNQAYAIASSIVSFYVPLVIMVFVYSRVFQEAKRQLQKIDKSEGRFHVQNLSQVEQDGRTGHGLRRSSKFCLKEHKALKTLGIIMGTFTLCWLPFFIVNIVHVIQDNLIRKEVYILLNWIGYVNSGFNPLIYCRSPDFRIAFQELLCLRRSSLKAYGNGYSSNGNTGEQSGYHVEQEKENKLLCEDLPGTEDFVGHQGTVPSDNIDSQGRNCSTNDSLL
BCR signal inh: chronic active BCR signaling inhibition | AID 493014 | Potency, µM (highest dose often 46.1 µM), for inactives: at the top dose ratio change, negative = lower green/red ratio, usual class: inhibitors | 340,000 tested, 0.05% active | ABC-DLBCL IkBa-CBG/CBR reporter, luminescence ratio, 4 h; active means well fitted inhibition curve with a large enough effect in the signal ratio, with a control signal flat, not every such curve was filed as active; inconclusive means small, poorly fitted or top-dose-only effect, or effect the other way, or a change in a side signal; the % refers to the signal ratio;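 further: potency means the concentration at half of the fitted maximal effect; plate controls were basal doxycycline-induced cells for no effect and cells given 10 µM MG132 for full effect; MG132 reads +100%, hits lower the ratio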
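TMD8 ABC-DLBCL cells carrying doxycycline-inducible green luciferase fused to IkappaBalpha plus unfused red luciferase were exposed to compounds (up to 46 uM) for 4 hrs at 37C. Activity came from the overlap-corrected green/red luminescence ratio.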
Eya2 inh: Eya2 (human) phosphatase inhibition; 330,000 tested, 0.006% active; recombinant Eya2, OMFP fluorescence dephosphorylation (OMFP is methylfluorescein phosphate); O00167; Potency, µM (doses to about 76.9 µM), for the others: at the highest dose activity, negative = inhibition, actives largely listed as inhibitors; AID 488837; further: potency means the concentration at half of the fitted maximal effect
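Eya2 protein (added as 0.2 uM solution) was preincubated with compound for 10 min at ambient temperature in 50 mM HEPES pH 7.5, 50 mM NaCl, 5 uM MgCl2, 0.05% BSA, 1 mM DTT. OMFP (added at 50 uM) then reacted 10 min; fluorescence read at 485/525 nm.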
Coupling enz: inhibits coupling enzyme system, counter-screen for aldolase hits; activity change, negative = inhibition, % at 58.2 µM, hits read low; coupling enzyme system counterscreen, AmpLite Red fluorescence; AID 2472; 290,000 tested, 0.67% active; in the data active means activity change below about -30%
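First, compound is pin-transferred into glyceraldehyde-3-phosphate coupling-enzyme reagent at 57.5 uM final and held 10 min at RT. Next, substrate, coupling system and AmpLite Red are added. After 20 min RT, fluorescence (525/598 nm) is read.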
Giardia killer: kills Giardia lamblia; Giardia lamblia trophozoite viability; activity change, % at 7.66 µM, hits read low; 340,000 tested, 0.15% active; in the data active means activity change below about -80%; inconclusive means between about -30% and that limit;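 further: parasites exposed to compound for two days anaerobically before the ATP read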
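Compounds were tested on trophozoites seeded at 100 cells/well and held 48 hrs at 37 deg C anaerobically. An ATP-based luminescent kit measured the remaining live cells.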
uPA surface inh: cell surface uPA generation inhibition | cell surface uPA generation assay, qHTS | Potency, µM (series often up to 38.3 µM), for inactives: at the highest dose activity change, negative = inhibition, hits mostly inhibitors | 330,000 tested, 0.31% active | AID 540303; active means well fitted inhibition curve with a large enough effect; inconclusive means small, poorly fitted or top-dose-only effect; inactive means no such curve, though single readings can be large or run the other way; tested in mouse RAW 264.7 cells; further: potency means the concentration at half of the fitted maximal effect; nearly all actives have a fitted effect of over 55% in size
USP2a block: inhibitors of human ubiquitin-specific protease USP2a; O75604; USP2 core, Ub-CHOP2 coupled fluorogenic reporter, 485/531; Potency, µM (titrated, usually from 38.3 µM), without a hit: at the top dose activity change, negative = inhibition, usual class: inhibitors; 330,000 tested, 0.01% active; AID 463254;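 further: potency means the concentration at half of the fitted maximal effect; plate controls were DMSO wells for no effect and full inhibition by NEM control for full effect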
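USP2 core (10nM final) preincubated 30min RT with compound in 20mM Tris-HCl pH 8.0, 2mM CaCl2, 2mM beta-mercaptoethanol, 0.05% CHAPS; 25nM Ub-CHOP2 plus 25nM reporter substrate added, fluorescence (Ex485/Em531) read after 60min.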
KCNH2 3.1 block: KCNH2 3.1 (human) potassium channel inhibition. U2OS KCNH2 3.1, thallium flux FluxOr; stronger effect = lower value. activity change, % (tested at about 1.8 µM). 340,000 tested, 0.95% active;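 active means maximum activity change below -70%; inconclusive means maximum activity change from -70% to -50%; inactive means maximum activity change above -50%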;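 further: thallium influx rate constant from kinetic fluorescence after stimulation buffer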
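We transduce U2OS cells with the mutant 3.1 virus, culture them overnight, load FluxOr with Red40 quencher for 45 min, then add stimulation buffer and read kinetically for 2 min to derive a normalized rate constant.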
GALK inh: inhibitors of human galactokinase; Purified GALK, Kinase-Glo residual ATP luminescence; Potency, µM (titrated, usually from 57.5 µM), for the others: at the top dose activity change, negative = inhibition, actives largely listed as inhibitors; 270,000 tested, 0.007% active; further: potency means the concentration at half of the fitted maximal effect
Target sequence (P51570 whole entry, looked up): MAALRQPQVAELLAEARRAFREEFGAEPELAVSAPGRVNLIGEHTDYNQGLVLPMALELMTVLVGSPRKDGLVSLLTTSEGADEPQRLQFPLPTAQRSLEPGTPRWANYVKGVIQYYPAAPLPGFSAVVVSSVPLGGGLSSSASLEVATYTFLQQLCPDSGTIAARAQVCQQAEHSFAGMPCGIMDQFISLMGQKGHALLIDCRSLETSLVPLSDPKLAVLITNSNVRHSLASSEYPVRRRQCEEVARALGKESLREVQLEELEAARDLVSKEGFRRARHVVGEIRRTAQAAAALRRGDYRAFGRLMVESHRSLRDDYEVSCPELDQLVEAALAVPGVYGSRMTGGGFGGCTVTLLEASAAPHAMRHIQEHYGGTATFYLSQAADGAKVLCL
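The enzyme phosphorylates galactose (100 uM) using ATP (35 uM); inhibition is detected as higher residual ATP, quantified by bioluminescence after 1 h reaction at room temperature, pH 8.0.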
KCNH2 WT inh: blocks the wildtype human KCNH2 potassium channel. U2OS, BacMam KCNH2, thallium flux FluxOr; stronger effect = lower value. AID 720551. 340,000 tested, 0.37% active. activity change, % at 1.84 µM. Q12809;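 active means maximum activity change below -70%; inconclusive means maximum activity change between -70% and -50%; inactive means maximum activity change above -50%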
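U2OS cells transduced with wild-type KCNH2 virus are loaded with FluxOr dye for 45 min, and thallium flux is measured in kinetic reads before and after stimulation buffer. Rate constants are normalized to DMSO controls.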
PKM2 act: increases activity of human pyruvate kinase M2 | 260,000 tested, 0.34% active | P14618 | purified PKM2, Kinase-Glo ATP luminescence, activation; response scale: 0% is enzyme alone, no compound | Potency, µM (top dose mostly 57.5 µM), for the others: top-dose activation, hits mostly activators; further: potency means the concentration at half of the fitted maximal effect; nearly all actives have a fitted effect of over 55% in size
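hPK-M2, >95% pure; 0.1 mM ADP / 0.5 mM PEP final; imidazole pH7.2 buffer w/ 7 mM MgCl2, 50 mM KCl; 1 h RT; Kinase-Glo lum. Intermediate enzyme activity for dual inhibitor/activator qHTS.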
* marks the source's active call; other numbers are inactive results; ? = inconclusive; · = not tested or not shown. Unless noted, the call rests on the fitted dose curve; in most records, active means well fitted curve in the direction sought with a large enough effect; inconclusive means small, poorly fitted or top-dose-only effect, or another doubt; inactive means no such curve, though single readings can be large; an effect the other way counts as inactive or inconclusive. Unless noted, on the % scale 0 is the no-effect control and ±100 the full control effect.

SMILES	B2AR arrestin	BCR signal inh	Eya2 inh	Coupling enz	Giardia killer	uPA surface inh	USP2a block	KCNH2 3.1 block	GALK inh	KCNH2 WT inh	PKM2 act
CC(=O)Nc1ccc(NC(=S)Nc2ccc(F)cc2)cc1	-0.1%	-1%	-12%	1	5	4%	1%	-10	4%	8	4%
COC(=O)c1cc(CSc2nc3ccccc3[nH]2)oc1C	0.4%	?	10%	-3	-15	-6%	1%	-4	-1%	1	6%
COc1ccc(CNC(=O)c2cc3c(s2)CS(=O)C3)cc1 (stereo unspecified)	0.0%	?	-19%	0	-6	-5%	1%	5	2%	4	6%
C[C@]12c3[nH]c4cc(-c5ccco5)ccc4c3CCN1C(=O)[C@@H](CC(=O)NCC13CC4CC(CC(C4)C1)C3)C[C@@H]2C(=O)N1CCOCC1	-0.8%	?	-2%	·	7	?	-10%	-13	·	0	·
COc1cc2c(cc1OC)C(c1ccc(-c3ccccc3Cl)o1)=NCC2	-0.5%	?	-12%	-2	5	·	-1%	-3	-12%	11	-2%
Clc1cc(Cl)cc(CN2CCSCC2)c1	-0.9%	?	-27%	3	3	13%	-4%	9	0%	11	-23%
O=C(NC(NC1CCS(=O)(=O)C1)C(Cl)(Cl)Cl)c1ccc(Br)cc1 (stereo unspecified)	0.2%	0%	9%	-1	-15	-2%	-1%	-4	-2%	-4	-3%
O=C(c1cccc(Cl)c1)N1CCn2c1nc1ccccc12	-0.1%	0%	-8%	1	13	1%	2%	4	10%	0	-7%
CCCn1c(N)c(N(CCOC)C(=O)c2cc3c(s2)CCCCC3)c(=O)[nH]c1=O	-0.4%	-4%	-4%	·	12	1%	0%	-4	-8%	10	0%
CNC(=O)CSc1nnc(-c2ccc3c(c2)OCO3)n1C	-0.2%	5%	8%	5	-24	4%	3%	-17	6%	·	-4%
C=CCNC(=S)N(CC)c1cccc2ccccc12	0.1%	1%	0%	1	0	-1%	2%	6	-3%	4	-1%
CCOc1ccc2[nH]c3c(NCCCOC)ncnc3c2c1	-0.9%	8%	-6%	-3	28	-1%	1%	-3	-2%	2	·
OCCC1CN(Cc2cccc(-c3ccco3)c2)CCN1Cc1ccsc1 (stereo unspecified)	0.0%	-2%	0%	2	-25	10%	2%	-6	10%	·	0%
CCN(CC)CCCN1C(=O)C(O)=C(C(=O)c2sc(C)nc2C)C1c1ccc(C)o1 (stereo unspecified)	-0.7%	3%	3%	2	·	·	0%	·	0%	·	16%
Cc1ccc(O)c(C(=O)c2cnn(C(=O)COc3ccc(Cl)cc3)c2)c1	-0.2%	2%	0%	2	3	-21%	3%	-5	·	50	?
CCCC(C(=O)NC1CCCC1)N(CCN(CC)CC)C(=O)c1snc(C(N)=O)c1N (stereo unspecified)	0.5%	0%	-14%	1	-19	1%	-1%	2	-2%	13	·
COc1ccc(NC(=O)C2CC(c3c(F)cccc3Cl)=NO2)cc1 (stereo unspecified)	-1.0%	3%	-1%	0	-20	-7%	0%	5	-2%	-1	3%
COc1ccc(C(C(=O)NC(C)(C)C)N(Cc2cccnc2)C(=O)CCC(=O)Nc2cc(C)on2)cc1 (stereo unspecified)	-1.0%	0%	2%	3	13	·	0%	-6	10%	5	6%
O=C(CNC(=O)c1ccccc1Cl)N/N=C/c1ccc2c(c1)OCO2	2.2%	?	-5%	-1	1	-6%	-1%	4	0%	-11	·
CCSc1nnc(NC(=O)C(C)(C)C)s1	-0.1%	?	8%	1	2	-1%	-3%	1	0%	-4	-1%
C=C(C)c1cccc(C(C)(C)NC(=O)Nc2ccc(C(C)=O)cc2)c1	-0.9%	-1%	-2%	1	-9	0%	3%	-7	0%	-8	1%
CCOc1ccccc1NC(=O)CCCN1C(=S)NC(C)(C)CC1C (stereo unspecified)	-0.2%	-12%	-6%	2	-16	-2%	6%	1	1%	-9	0%
COc1ccc(C(=O)N2CCCC(CNC(=O)c3ccccc3Cl)C2)o1 (stereo unspecified)	0.3%	0%	7%	·	-14	7%	1%	10	-1%	-11	·
COc1ccc(Cl)cc1NC(=O)c1cnc2sccn2c1=O	-0.4%	?	1%	-1	-13	11%	1%	9	-3%	-7	8%
CC[C@@]12C(=O)N(c3cccc(F)c3)C(=O)N1[C@H](c1ccc(F)cc1)[C@@H]1C(=O)N(C3CCCCC3)C(=O)[C@@H]12	-1.0%	?	0%	-1	15	12%	-2%	10	·	-3	1%
SMILES	B2AR arrestin	BCR signal inh	Eya2 inh	Coupling enz	Giardia killer	uPA surface inh	USP2a block	KCNH2 3.1 block	GALK inh	KCNH2 WT inh	PKM2 act
O=C1CS(=O)CN1c1ccc(Oc2ccccc2)cc1 (stereo unspecified)	-0.2%	8%	5%	0	6	-1%	3%	·	-1%	-8	-4%
COc1cc2c(cc1OC)CN(CC(=O)Nc1ccc(Cl)c(S(=O)(=O)N(C)C)c1)CC2	-0.4%	1%	-11%	0	·	·	2%	·	-3%	·	1%
CCCCN(C(=O)c1cccc(S(=O)(=O)N2CC(C)OC(C)C2)c1)c1c(N)n(CCCC)c(=O)[nH]c1=O (stereo unspecified)	-1.1%	1%	-8%	·	1	0%	1%	·	-4%	-2	-4%
C=CCNC(=O)NC(=O)c1csc([N+](=O)[O-])c1	0.5%	9%	-1%	1	?	-4%	1%	7	-1%	-2	-2%
CC1(C)Cc2c(c(N3CCCC3)[nH]c(=S)c2C#N)CO1	-0.1%	1%	-5%	4	·	·	1%	·	-3%	·	-2%
Cc1ccc(-c2nnn(CC(=O)NCCC3=CCCCC3)n2)cc1	-0.5%	-14%	-12%	-1	8	1%	-1%	-1	2%	-15	9%
O=C(Nc1c2c(nc3c1CCC3)CCCC2)c1ccccn1	-0.4%	0%	5%	2	-10	-1%	-2%	1	0%	9	-4%
Cc1cccc(N=Nc2c(N)n[nH]c2-c2ccc(Cl)cc2)c1	-0.4%	25%	-25%	1	-8	·	1%	1	0%	7	2%
COc1ccc(NC(=O)CCC2CCCC2)cc1OC	0.0%	?	-6%	6	10	14%	0%	-14	-1%	-13	-1%
Cc1nn(-c2ccccc2)c2sc(-c3nnc(SCC(=O)O)o3)cc12	0.2%	?	10%	12	-11	5%	-2%	12	1%	0	-4%
O=C(Nc1cccc2nsnc12)c1ccc(-c2cccc(Cl)c2)o1	0.4%	-28%	1%	-40*	-1	5%	2%	7	·	6	10%
COC(=O)c1ccc(NC(=O)C2C3CCC(C3)C2C(=O)O)cc1 (stereo unspecified)	·	·	·	9	6	-4%	·	-7	1%	0	-2%
O=C(CSc1nc2ccccc2c2c1CCCC2)N1CCOCC1	0.0%	11%	0%	-2	?	-1%	3%	-11	-1%	-10	-4%
O=C(N/N=C/c1cccc([N+](=O)[O-])c1)C1COc2ccccc2O1 (stereo unspecified)	0.3%	5%	5%	-1	-18	3%	0%	-7	1%	-4	1%
Cc1cc(C)c(N2C(=O)C3C4CC(=O)C(c5ccccc54)C3C2=O)c(C)c1 (stereo unspecified)	-0.3%	1%	-2%	0	5	-1%	5%	14	-2%	-5	1%
C=CCNC(=S)NNC(=O)c1cccnc1	0.8%	8%	2%	2	7	1%	1%	-7	6%	-2	-1%
COc1ccccc1OCC(=O)N1CCCC(Nc2ccc(F)c(F)c2)C1 (stereo unspecified)	0.5%	1%	-1%	·	8	0%	1%	-6	-3%	13	1%
Cc1ccccc1N1CC(O)(c2cccs2)[N+]2=C1CCCC2 (stereo unspecified)	0.5%	0%	-11%	2	-5	7%	3%	16	2%	-4	-2%
O=C(Nc1c(F)cc(F)cc1Br)c1cc(S(=O)(=O)N2CCN(c3ccccn3)CC2)ccc1F	0.1%	-1%	-26%	-9	3	-20%	3%	-10	0%	-1	1%
O=C(NCc1ccco1)c1ccccc1NS(=O)(=O)c1ccc2c(c1)OCCO2	·	·	·	10	7	11%	·	3	4%	2	3%
CCCCNC(=O)COC(=O)CNC(=O)c1cc(Cl)cc([N+](=O)[O-])c1	0.1%	7%	-11%	-2	1	3%	0%	-13	1%	4	1%
CC1CC(C)CN(S(=O)(=O)c2cccc(C(=O)N3CCN(c4ccc(F)cc4)CC3)c2)C1 (stereo unspecified)	0.5%	7%	-9%	·	23	?	-2%	-30	·	2	·
C/C(=C\C(=O)c1ccccc1)Nc1ccc(O)cc1	6.5%	?	16%	-31*	25	-8%	5%	14	3%	7	3%

Some entries already given, reduced to Coupling enz and KCNH2 3.1 block.
compound,Coupling enz,KCNH2 3.1 block
O=C(Nc1c2c(nc3c1CCC3)CCCC2)c1ccccn1,2,1
Cc1cccc(N=Nc2c(N)n[nH]c2-c2ccc(Cl)cc2)c1,1,1
COc1ccc(NC(=O)CCC2CCCC2)cc1OC,6,-14
